Screening data: PubChem BioAssay, Sanford-Burnham Center for Chemical Genomics
HKDC1 inhibitor: HKDC1 (human) hexokinase inhibition; actives 0.16% (n = 340,000); recombinant HKDC1, G6PDH/diaphorase resazurin coupled fluorescence; inhibition, % at 20 µM; Q2TB90; AID 493160;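 active = inhibition above about 35% when tested at 20 µM, limit read from the data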;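 note: plate controls were DMSO wells with enzyme for no effect and DMSO wells lacking enzyme for full effect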
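Material: recombinant HKDC1 hexokinase; Amount: HKDC1 at 5 µg/mL; Medium: Tris pH 8.0 buffer with MgCl2, Tween-20, BSA, BME; Schedule: 90 min reaction incubation at room temperature, dark; Technique: coupled resazurin fluorescence, excitation 525 nm, emission 613 nm.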
PfGluPho inh: PfG6PD (Plasmodium falciparum) enzyme inhibition; PfGluPho enzyme, NADPH resazurin-diaphorase fluorescence; inhibition, % at 20 µM; actives 0.78% (n = 350,000);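 active = inhibition reaching at least a set limit at 20 µM in the primary screen, cut at about 59% in these data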;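 note: 0% = DMSO wells with substrate and 100% = DMSO wells lacking glucose-6-phosphate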
SENP7 block: blocks the human protease SENP7. actives 1.5% (n = 330,000). inhibition, % at 5 µM. recombinant SENP7, Z-RLRGG-aminoluciferin luminescence, 40 min. AID 434973;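 active = inhibition above about 50% at the single test dose, limit read from the data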;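 note: plate controls were DMSO with enzyme for no effect and no enzyme buffer wells for full effect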
Target sequence (Q9BQF6 706-1050 limits assumed): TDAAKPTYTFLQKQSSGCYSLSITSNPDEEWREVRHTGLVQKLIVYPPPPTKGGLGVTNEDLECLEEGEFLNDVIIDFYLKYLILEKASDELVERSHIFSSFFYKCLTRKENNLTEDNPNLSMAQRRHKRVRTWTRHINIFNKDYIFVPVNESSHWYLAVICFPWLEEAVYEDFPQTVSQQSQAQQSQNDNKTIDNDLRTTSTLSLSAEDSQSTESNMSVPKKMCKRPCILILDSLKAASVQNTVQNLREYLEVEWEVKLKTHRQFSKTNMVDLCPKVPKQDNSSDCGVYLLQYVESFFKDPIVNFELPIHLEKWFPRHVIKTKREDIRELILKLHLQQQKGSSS
SENP8 block-1: SENP8 protease inhibition; Q96LD8; purified SENP8, Z-RLRGG-aminoluciferin cleavage, luminescence; inhibition, % at 10 µM; actives 1.2% (n = 330,000); AID 2540; in the data active = inhibition above about 50%
Target sequence (Q96LD8 whole entry, looked up): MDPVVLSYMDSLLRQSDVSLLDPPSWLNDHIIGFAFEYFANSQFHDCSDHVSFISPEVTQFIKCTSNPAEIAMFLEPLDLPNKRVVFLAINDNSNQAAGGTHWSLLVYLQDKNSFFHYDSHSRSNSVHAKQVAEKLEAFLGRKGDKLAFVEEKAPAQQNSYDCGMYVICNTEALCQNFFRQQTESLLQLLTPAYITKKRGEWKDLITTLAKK
SENP1 FRET inh: SENP1 (human) catalytic domain inhibition; inhibition, % at 10 µM; recombinant SENP1 catalytic domain, CyPet-SUMO1-YPet FRET cleavage; Q9P0U3; AID 624204; actives 0.21% (n = 360,000);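 active = inhibition at least 30% at 10 µM, raw YFP signal under a set limit, fluorescence ratio 0.5 to 1.5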;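 note: 0% = enzyme with DMSO and 100% = no enzyme wells; some results filed as inactive read as strong as hits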
Target sequence (Q9P0U3 419-644 limits assumed): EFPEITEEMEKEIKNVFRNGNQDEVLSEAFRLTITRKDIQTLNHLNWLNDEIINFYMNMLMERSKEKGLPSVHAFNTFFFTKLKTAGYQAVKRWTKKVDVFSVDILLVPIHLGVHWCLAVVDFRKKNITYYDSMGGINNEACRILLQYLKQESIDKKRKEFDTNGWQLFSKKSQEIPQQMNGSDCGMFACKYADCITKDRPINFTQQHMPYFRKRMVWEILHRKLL
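System: Recombinant human SENP1 catalytic domain, His6-tagged | Incubation: Enzyme reaction for 50 min at room temperature, dark | Medium: Tris pH 8 with BME, BSA, NP40 and catalase | Also added: 25 nM SUMO1 FRET substrate | Compound: 10 µM single point, 0.5% DMSO | Measured by: FRET fluorescence in CFP and YFP emission channels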
NALP3 yeast inh: NALP3 inhibition in yeast; Yeast reconstituted NLRP3/ASC/caspase-1, beta-gal luminescence, 24 h; inhibition, % at 10 µM; actives 0.39% (n = 330,000); AID 2825;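 active = inhibition of 50% or more; inactive = inhibition below 50%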;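 note: plate controls were induced DMSO wells for no effect and uninduced yeast grown without galactose for full effect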
SENP6 block: blocks the human protease SENP6. Recombinant SENP6 catalytic domain, aminoluciferin luminescence. inhibition, % at 10 µM. actives 1.8% (n = 330,000);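 active = inhibition above about 50% at the single tested dose, limit read from the data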;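 note: plate controls were DMSO wells with enzyme for no effect and DMSO wells lacking enzyme for full effect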
SENP8 block-2: SENP8 (human) protease inhibition; Q96LD8; recombinant SENP8, Nedd8 substrate fluorescence; inhibition, % at 20 µM; actives 0.64% (n = 360,000); AID 602440; in the data active = inhibition mostly above about 40%, no sharp cut-off; inactive = mostly below about 27%
Apaf1 inhib: blocks human Apaf-1 apoptosome activity | O14727 | actives 0.71% (n = 330,000) | inhibition, % at 20 µM | reconstituted apoptosome caspase-3 activity, DEVD-Rh110 fluorescence | AID 489030; active = inhibition of at least 40% at 20 µM;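 note: plate controls were DMSO wells for no effect and DEVD-CHO caspase inhibitor wells for full effect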
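Assay system – apoptosome proteins · Medium – Hepes buffer, pH 7.5 · Also added – cytochrome c with DEVD-Rh110 · Timing – 30 min compound preincubation, 50 min activation, room temperature · Detection – Rh110 fluorescence, excitation 480 nm, emission 540 nm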
Starred values were filed as active, the others as inactive. This is a random part of the collection. About 4.1% of those tested had a hit in this group.

`CCN1CCN(c2ncc(C(=O)N3CCN(c4ccccc4OC)CC3)c3ccccc23)CC1` gave HKDC1 inhibitor -4, PfGluPho inh 2, SENP1 FRET inh -1 and SENP8 block-2 -33.
Screening CC1=C(C(N)=O)C(c2cccc(O)c2)n2nc(CCCO)nc2N1 (stereo unspecified) returned HKDC1 inhibitor -2, PfGluPho inh -6, SENP7 block -7, SENP8 block-1 7, SENP1 FRET inh 0, NALP3 yeast inh -1, SENP6 block -7, SENP8 block-2 8 and Apaf1 inhib -5.
CCOC(=O)c1cnc(SCC(=O)Nc2cc(OC)ccc2OC)nc1N was read as HKDC1 inhibitor 8, PfGluPho inh 17, SENP7 block -2, SENP8 block-1 -9, SENP1 FRET inh 1, NALP3 yeast inh 13, SENP6 block -5, SENP8 block-2 14 and Apaf1 inhib 5.
Cc1cc(C)n(C(=O)CCC(=O)Nc2ccc(C)c(C)c2)n1 was read as HKDC1 inhibitor -6, PfGluPho inh -2, SENP7 block -3, SENP8 block-1 -7, SENP1 FRET inh 3, NALP3 yeast inh 3, SENP6 block -6, SENP8 block-2 8 and Apaf1 inhib -4.
Screening COc1ccc(CNC(=O)Cc2cccs2)cc1 returned HKDC1 inhibitor -11, PfGluPho inh 11, SENP7 block -4, SENP8 block-1 -10, SENP1 FRET inh 0, NALP3 yeast inh 21, SENP6 block -8, SENP8 block-2 -5 and Apaf1 inhib -6.
O=C(Nc1ccc(CN2CCS(=O)(=O)CC2)cc1)c1ccc(Cl)cc1 was read as HKDC1 inhibitor -3, PfGluPho inh 10, SENP7 block -1, SENP8 block-1 8, SENP1 FRET inh -1, NALP3 yeast inh 10, SENP6 block -19, SENP8 block-2 13 and Apaf1 inhib -16.
Screening Cc1ccc(NC(=O)C2CC(=O)n3c(nc4ccccc43)N2)cc1C (stereo unspecified) returned HKDC1 inhibitor -5, PfGluPho inh -9, SENP7 block 3, SENP8 block-1 -1, SENP1 FRET inh 4, NALP3 yeast inh 3, SENP6 block -15, SENP8 block-2 21 and Apaf1 inhib -13.
`O=C(NC(NNc1ccc([N+](=O)[O-])cc1)(C(F)(F)F)C(F)(F)F)c1ccc(F)cc1` gave HKDC1 inhibitor 2, PfGluPho inh 18, SENP7 block -11, SENP8 block-1 -9, SENP1 FRET inh -4, NALP3 yeast inh 5, SENP6 block -16, SENP8 block-2 15 and Apaf1 inhib 14.
For CCOC(=O)CN/C=C(\C#N)c1ccc(F)cc1 the results were HKDC1 inhibitor -7, PfGluPho inh -5, SENP7 block -10, SENP8 block-1 -14, SENP1 FRET inh 3, NALP3 yeast inh 9, SENP6 block -12, SENP8 block-2 12 and Apaf1 inhib 10.
Screening C/C=C/C(=O)OCC(=O)Nc1ccc(SC(F)F)cc1 returned HKDC1 inhibitor -2, PfGluPho inh 8, SENP7 block 1, SENP8 block-1 -15, SENP1 FRET inh 0, NALP3 yeast inh -11, SENP6 block -30, SENP8 block-2 10 and Apaf1 inhib 6.
For CCCCC(=O)NCCc1ccc(S(N)(=O)=O)cc1 the results were HKDC1 inhibitor -5, PfGluPho inh -9, SENP7 block -5, SENP8 block-1 -15, SENP1 FRET inh 4, NALP3 yeast inh -4, SENP6 block -11, SENP8 block-2 5 and Apaf1 inhib -1.
Cc1ccccc1C(=O)N=c1sccn1C was read as HKDC1 inhibitor -1, PfGluPho inh -7, SENP7 block -6, SENP8 block-1 -14, SENP1 FRET inh 0, NALP3 yeast inh 17, SENP6 block -19, SENP8 block-2 -37 and Apaf1 inhib 5.
Screening COc1ccccc1CNC(=O)c1cc(-c2ccccc2)nn1CC1CC(c2cccnc2)=NO1 (stereo unspecified) returned HKDC1 inhibitor 1, PfGluPho inh -6, SENP7 block 11, SENP8 block-1 -14, SENP1 FRET inh 4, NALP3 yeast inh 18, SENP6 block -8, SENP8 block-2 11 and Apaf1 inhib 18.
Screening COc1ccc(NC(=O)CN2C(=O)NC(CC(C)C)C2=O)cc1S(=O)(=O)N1CCOCC1 (stereo unspecified) returned HKDC1 inhibitor 2, PfGluPho inh -4, SENP7 block -1, SENP8 block-1 3, SENP1 FRET inh 4, NALP3 yeast inh 10, SENP6 block 7, SENP8 block-2 3 and Apaf1 inhib -7.
Screening O=[N+]([O-])c1ccc(F)c(N=Cc2ccc(Br)s2)c1 returned HKDC1 inhibitor -6, PfGluPho inh -4, SENP7 block 6, SENP8 block-1 1, SENP1 FRET inh 1, NALP3 yeast inh -3, SENP6 block -8, SENP8 block-2 5 and Apaf1 inhib -8.

The list goes on; it opens with the two that closed the last part.
Screening COc1ccc(NC(=O)CN2C(=O)NC(CC(C)C)C2=O)cc1S(=O)(=O)N1CCOCC1 (stereo unspecified) returned HKDC1 inhibitor 2, PfGluPho inh -4, SENP7 block -1, SENP8 block-1 3, SENP1 FRET inh 4, NALP3 yeast inh 10, SENP6 block 7, SENP8 block-2 3 and Apaf1 inhib -7.
Screening O=[N+]([O-])c1ccc(F)c(N=Cc2ccc(Br)s2)c1 returned HKDC1 inhibitor -6, PfGluPho inh -4, SENP7 block 6, SENP8 block-1 1, SENP1 FRET inh 1, NALP3 yeast inh -3, SENP6 block -8, SENP8 block-2 5 and Apaf1 inhib -8.
Cc1cccnc1NC(=O)c1cccc(S(=O)(=O)N2CCN(c3ccc(F)cc3)CC2)c1 was read as HKDC1 inhibitor 1, PfGluPho inh 3, SENP7 block -4, SENP8 block-1 0, SENP1 FRET inh 2, NALP3 yeast inh 11, SENP6 block -16, SENP8 block-2 -3 and Apaf1 inhib 12.
For CC(C)c1ccc(NC(=O)C2CCCCC2C(=O)O)cc1 (stereo unspecified) the results were HKDC1 inhibitor 0, PfGluPho inh -22, SENP7 block 5, SENP8 block-1 0, SENP1 FRET inh 0, NALP3 yeast inh 2, SENP6 block 4, SENP8 block-2 8 and Apaf1 inhib -1.
`Cc1ccc(NC(=O)COC(=O)CN2CCCCCC2=O)c(C)c1` gave HKDC1 inhibitor -1, PfGluPho inh -9, SENP7 block 3, SENP8 block-1 1, SENP1 FRET inh 1, NALP3 yeast inh 16, SENP6 block -1, SENP8 block-2 -3 and Apaf1 inhib -4.
`N#Cc1ccc(S(=O)(=O)NC2CCN(Cc3ccccc3)CC2)cc1` gave HKDC1 inhibitor 1, PfGluPho inh -6, SENP7 block -2, SENP8 block-1 4, SENP1 FRET inh -1, NALP3 yeast inh 11, SENP6 block 4, SENP8 block-2 7 and Apaf1 inhib -9.
`CC(Oc1ccccc1)C(=O)Nc1oc(-c2ccco2)c(-c2ccco2)c1C#N` (stereo unspecified) gave HKDC1 inhibitor 19, PfGluPho inh -29, SENP7 block 6, SENP8 block-1 4, SENP1 FRET inh -29, NALP3 yeast inh -8, SENP6 block -5, SENP8 block-2 -153 and Apaf1 inhib 10.
For CNC(=S)N(CCc1c(C)[nH]c2ccc(C)cc12)Cc1cccs1 the results were HKDC1 inhibitor 13, PfGluPho inh 14, SENP7 block 6, SENP8 block-1 -10, SENP1 FRET inh -2, NALP3 yeast inh 18, SENP6 block 8, SENP8 block-2 9 and Apaf1 inhib 10.
`CC(=O)Oc1ccccc1C(=O)Oc1ccc(/C=N/n2cnnc2)cc1` gave HKDC1 inhibitor -5, PfGluPho inh -10, SENP7 block 5, SENP8 block-1 10, SENP1 FRET inh 5, NALP3 yeast inh 3, SENP6 block 27, SENP8 block-2 6 and Apaf1 inhib -6.
Screening Cc1ccc(Nc2nc(C(=O)NCCCN3CCOCC3)cs2)cc1 returned HKDC1 inhibitor -1, PfGluPho inh -6, SENP7 block -3, SENP8 block-1 7, SENP1 FRET inh 0, NALP3 yeast inh -4, SENP6 block 5, SENP8 block-2 9 and Apaf1 inhib -6.
For Cc1ccc2nc(SC(C)C(=O)N3CC(C)OC(C)C3)[nH]c2c1 (stereo unspecified) the results were HKDC1 inhibitor -1, PfGluPho inh 14, SENP7 block 13, SENP8 block-1 -11, SENP1 FRET inh 0, NALP3 yeast inh 0, SENP6 block -14, SENP8 block-2 6 and Apaf1 inhib -11.
For CCOc1ccccc1N1CCN(CC(=O)c2c(N)n(C)c(=O)n(C)c2=O)CC1 the results were HKDC1 inhibitor -2, PfGluPho inh -10, SENP7 block -7, SENP8 block-1 13, SENP1 FRET inh 0, NALP3 yeast inh 21, SENP6 block -5, SENP8 block-2 4 and Apaf1 inhib -1.
Screening CCCCN(CCCC)c1nc(-c2ccncc2)nc2ccccc12 returned HKDC1 inhibitor 2, PfGluPho inh -3, SENP7 block -1, SENP8 block-1 -3, SENP1 FRET inh 4, NALP3 yeast inh 18, SENP6 block -33, SENP8 block-2 -236 and Apaf1 inhib -8.
For [N-]=[N+]=NC1c2ccccc2C(=O)N1Cc1ccccc1 (stereo unspecified) the results were HKDC1 inhibitor -6, PfGluPho inh -9, SENP7 block 0, SENP8 block-1 -1, SENP1 FRET inh 2, NALP3 yeast inh 0, SENP6 block 5, SENP8 block-2 2 and Apaf1 inhib -10.
`CC(/C=C/C=C/c1ccccc1)=N\NC(=O)c1cccnc1` gave HKDC1 inhibitor -10, PfGluPho inh -7, SENP7 block -13, SENP8 block-1 -8, SENP1 FRET inh 0, NALP3 yeast inh 11, SENP6 block -1, SENP8 block-2 7 and Apaf1 inhib 7.
Screening O=C(CCSCc1ccccc1F)NCc1cccs1 returned HKDC1 inhibitor -1, PfGluPho inh -2, SENP7 block -12, SENP8 block-1 -2, SENP1 FRET inh 1, NALP3 yeast inh 12, SENP6 block -25, SENP8 block-2 -6 and Apaf1 inhib 8.
`Nc1nc(Cl)c2ncn(C3OC(CO)C(O)C3O)c2n1` (stereo unspecified) gave HKDC1 inhibitor -9, PfGluPho inh 2, SENP1 FRET inh -1 and SENP8 block-2 3.
CCCCOc1ccc(CSCCN=C(N)N)cc1 was read as HKDC1 inhibitor -5, PfGluPho inh 5, SENP7 block 4, SENP8 block-1 -7, SENP1 FRET inh 0, NALP3 yeast inh 37, SENP6 block 3, SENP8 block-2 -13 and Apaf1 inhib -1.
For CC(=O)N1CCOc2ccc(S(=O)(=O)N3CCC(C(=O)Nc4ccc(C)cc4)CC3)cc21 the results were HKDC1 inhibitor -4, PfGluPho inh 0, SENP7 block -4, SENP8 block-1 3, SENP1 FRET inh 1, NALP3 yeast inh 15, SENP6 block 7, SENP8 block-2 6 and Apaf1 inhib 4.
`CC1Cc2cc(-c3csc(NC(=O)Cc4ccccc4)n3)ccc2N1S(C)(=O)=O` (stereo unspecified) gave HKDC1 inhibitor -3, PfGluPho inh 15, SENP7 block 3, SENP8 block-1 0, SENP1 FRET inh 1, NALP3 yeast inh 21, SENP6 block -2, SENP8 block-2 -1 and Apaf1 inhib -9.
`C#CCn1c(C)cc(C)c(S(=O)(=O)c2ccccc2)c1=O` gave HKDC1 inhibitor -8, PfGluPho inh -5, SENP7 block 9, SENP8 block-1 6, SENP1 FRET inh 1, NALP3 yeast inh 10, SENP6 block 3, SENP8 block-2 -21 and Apaf1 inhib -3.
